Screens as filed in PubChem.
KDM5B inh – KDM5B demethylase inhibition; KDM5B demethylase, FDH-coupled NADH fluorescence (FDH is formaldehyde dehydrogenase); Potency, µM (titrated, usually from 57.7 µM), inactives show at the highest dose activity change, negative = inhibition, actives largely listed as inhibitors; 220,000 tested, 2.6% active; AID 1347165; active = well fitted inhibition curve with a large enough effect; inconclusive = small, poorly fitted or top-dose-only effect; inactive = no such curve, though single readings can be large or run the other way; note: 0% is about no effect; nearly all actives have a fitted effect of over 70% in size
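Measured: NADH fluorescence change, 30 min, RT. System: KDM5BΔAP 200 nM final, H3K4me3 peptide, α-KG, Fe(II), ascorbate, NAD⁺ plus FDH, pH 7.5 HEPES. Compounds: titrated, 10 min pre-incubation with enzyme.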
Numbers without * were called inactive; i = inactive; u = inconclusive; [ ] = remark or other dose. Potency is the fitted concentration of half-maximal effect. An excerpt; count on the stated rates, not on these rows.

SMILES	KDM5B inh
CC1(C(=O)NCc2ccccc2)CCC(=O)N1Cc1ccccc1Cl (stereo not drawn)	3%
COc1ccc(/C=C/C(=O)NC(=S)N2CCN(c3ccccn3)CC2)cc1	-11%
COc1cc(C2CC(=O)Nc3c(-c4ccc(C)cc4)csc32)ccc1OCC(N)=O (stereo not drawn)	14%
COC(=O)[C@H](Cc1ccccc1)N(Cc1cn(Cc2ccccc2)nn1)S(=O)(=O)c1ccccc1Br	5%
CC(C)C[C@H](CO)NC(=O)C[C@@H]1c2nc(NC(=O)c3ccco3)sc2C[C@@H]2[C@](C)(CO)[C@H](O)CC[C@]21C	-20%
O=C(C[C@@H]1CCNC[C@@H]1Cc1cc(CSc2ccccc2)on1)NCc1ccc2c(c1)OCO2	16%
Cc1ccc(CCNC(=O)c2ccc3c(c2)N(Cc2cc(C)ccc2C)C(=O)c2ccccc2S3=O)cc1 (stereo not drawn)	-21%
COc1ccc(CCNC(=O)c2c(C)nn(-c3ccccc3)c2Cl)cc1OC	-3%
CCNC(=O)Nc1ccc(OCC(=O)NC(C)c2ccc(OC)c(OC)c2)nc1 (stereo not drawn)	22%
OB1Oc2ccccc2-c2ccccc21	2%
COCc1nnc([C@@H]2CC(F)(F)CN2C(=O)Cc2ccccc2C)o1	17%
Fc1ccccc1CN1CCOC[C@H](Oc2cccnc2)C1	-23%[86.2 µM]

Compounds listed so far that contain a Cl atom, in the order listed:
SMILES	KDM5B inh
CC1(C(=O)NCc2ccccc2)CCC(=O)N1Cc1ccccc1Cl (stereo not drawn)	3%
COc1ccc(CCNC(=O)c2c(C)nn(-c3ccccc3)c2Cl)cc1OC	-3%

Further records follow.
SMILES	KDM5B inh
COc1ccc(OC)c(NC(=O)Cn2c(-c3cnccn3)nc(C)c(CCO)c2=O)c1	-18%
CCN(CC)S(=O)(=O)c1ccc(=O)n(CCOc2ccc(C#N)cc2)c1	-12%
COc1cc(OC)c(C(=O)Oc2ccc(C#N)cc2OC)cc1OC	-14%
Cc1cccc(N(C)S(=O)(=O)c2cc(-c3cnc(C4CC4)o3)ccc2C)c1	u
O=C(NCC1CCN(c2cc(-c3ccccc3)[nH]n2)CC1)c1ccc2nc[nH]c2c1	-13%
Cc1ccc(Cc2ccccc2C(=O)N2C[C@@H](CN(C)CCO)[C@@H](CO)C2)cc1	-23%
Cc1ccc(NC(=O)CS(=O)CC(=O)N2CCN(C3CCCC3)CC2)cc1 (stereo not drawn)	24%
CC(C)Cn1c(SCC(=O)Nc2ccc(Cl)cn2)nc2ccccc21	-19%
COc1ccc(C(=O)N[C@@H]2CCC[C@@H]2C(=O)NCc2ccc(OC(F)(F)F)cc2)cc1	-4%
O=S(=O)(c1ccc(=S)[nH]n1)C1CCCCC1	-22%
COc1ccccc1CNc1ncnc2c1c(-c1ccccc1)cn2-c1cccc(C)c1	u
O=C(CN1CC2CC(C1)[C@H]1CCCC(=O)N1C2)N1CCN(c2ccccc2F)CC1 (stereo partly drawn)	15%

Some of the entries so far, with values ahead of the structure.
| KDM5B inh | structure |
| --- | --- |
| -22% | O=S(=O)(c1ccc(=S)[nH]n1)C1CCCCC1 |
| u | COc1ccccc1CNc1ncnc2c1c(-c1ccccc1)cn2-c1cccc(C)c1 |
| 15% | O=C(CN1CC2CC(C1)[C@H]1CCCC(=O)N1C2)N1CCN(c2ccccc2F)CC1 (stereo partly drawn) |

Remaining list, next part
SMILES	KDM5B inh
O=C(c1ccccc1OCC1CCCN(C2CCC2)C1)N1CCCCC1 (stereo not drawn)	-18%
CN(C(=O)c1nc(-c2ccccc2)n(-c2ccccc2)n1)C1CCS(=O)(=O)C1 (stereo not drawn)	28%
CNC(=O)C1CCN(C(=O)N2CC(C)Oc3ccc(Cl)cc32)CC1 (stereo not drawn)	13%
COc1ccc(CNc2ncnc3c2cnn3-c2ccc(Cl)cc2)cc1	u
CCC(C)NC(=O)Cn1ncc2ccccc2c1=O (stereo not drawn)	5%
CC(Oc1ccc(-c2ccc(C#N)cc2)cc1)c1ccc(F)cc1 (stereo not drawn)	u
Cc1cccc(-n2cc(-c3ccccc3)c3c(N4CCC(C)CC4)ncnc32)c1	1%
Cc1nc(CNC(=O)C2CCCN(C3CCCC3)C2)cc(=O)[nH]1 (stereo not drawn)	26%
CC(=O)C1C(c2ccc(Br)cc2)c2c(noc2C)CC1(C)O (stereo not drawn)	1%
COc1ccc(-n2c(=O)c3c(n2Cc2ccccc2)CN(C(=O)COc2ccccc2)CC3)cc1	-6%
COc1ccccc1CC(=O)Nc1ccc2c3c(cccc13)CC2	-21%
Cc1ccc(CN2CCC3(CC2)CN(c2ccncn2)CC3CO)o1 (stereo not drawn)	-10%
CCc1ccc(NC(=O)c2ccc(OCc3ccccc3)cc2)cc1	9%
CCn1c(=O)cc(SCC(=O)NCCc2cc(OC)ccc2OC)c2ccccc21	-23%
O=C(c1cc(Cl)ccc1Cl)N1CCOc2ccccc21	14%
CC(C)(C)c1ccc(C(=O)NCCC(=O)Nc2cc(Cl)ccc2N2CCOCC2)cc1	-13%
CCN1C(=O)CCN(C(=O)c2nn(C)c3ccccc23)CC12CCOCC2	5%
CC(C)(C)C(=O)N1CCCC2(COc3ccccc3[S+](=O)([O-])N2)C1 (stereo not drawn)	15%[115 µM]
CC1=C[C@@H](CC#N)[C@H](C(C)C)C[C@H]1CC(=O)NCc1ccccc1	-13%[86.2 µM]
Cc1nn2c(c1-c1ccccc1OCc1ccccc1)N(Cc1ccccc1O)CCC2	u
O=C(NC1(C(F)(F)F)N=C(c2ccccc2)N(Cc2ccco2)C1=O)c1ccccc1 (stereo not drawn)	5%
COc1cccc(F)c1-c1nc(C)c(C(=O)Nc2ccc(NC(C)=O)cc2)s1	6%
COCCOCC(=O)N1CC(c2nnc(-c3ccncc3)o2)C2(CCOCC2)C1 (stereo not drawn)	15%
O=C(Nc1nn2c(-c3ccccc3)nnc2s1)c1ccccc1F	-13%

A different layout for part of the listing above:
compound,KDM5B inh
CC(C)(C)C(=O)N1CCCC2(COc3ccccc3[S+](=O)([O-])N2)C1 (stereo not drawn),15%[115 µM]
CC(C)(C)c1ccc(C(=O)NCCC(=O)Nc2cc(Cl)ccc2N2CCOCC2)cc1,-13%

Next section.
SMILES	KDM5B inh
Cc1ccc(NC(=O)CN(C)C(=O)COC(=O)CCS(=O)(=O)c2ccc(C)cc2)cc1	-5%
CCC(C)Sc1nc2c(c(=O)n(C)c(=O)n2C)n1Cc1ccccc1Cl (stereo not drawn)	-5%
CC(C)(C)c1ccc(NC(=O)O[C@@H]2CO[C@H]3[C@@H]2OC[C@@H]3Nc2nccc(-c3cccs3)n2)cc1	u
CC(C)(C)c1coc([C@@H]2COCCN2Cc2ccc(Cl)cc2)n1	29%[86.2 µM]
CCCCn1nc(C(=O)NCC(=O)Nc2ccc(Br)cc2C)c2ccccc2c1=O	-10%
O=C(Cc1cccs1)N1CCC(c2noc(-c3ccncc3)n2)C1 (stereo not drawn)	-13%
Cc1cn2nc(C(=O)Nc3ccc(N(C)C)cc3)cc2c(N(C)Cc2ccccc2)n1	u
O=C(c1cc(-c2cccnc2)nc2ccccc12)N1CCN(S(=O)(=O)c2cccs2)CC1	-1%
CC1(C)C2CCC1(C)C(OC(=O)C[n+]1ccccc1)C2 (stereo not drawn)	8%
Cc1ccc(-c2cnc(CCC(=O)NC3=NCCS3)o2)cc1C	-3%
CC(C)OCCCNC(=O)COc1ccc2oc3c(c2c1)CCCC3	u
CCOc1ccccc1CNS(=O)(=O)c1ccc2[nH]c(=O)ccc2c1	1%
Cc1ccccc1-c1nc(CS(=O)(=O)CC(=O)N2CCN(c3ccccc3)CC2)c(C)o1	-16%
Cc1nc(-c2cc3ccc(OC(=O)C4CC4)cc3oc2=O)cs1	-151%
Cc1ccc(C(=O)N2CC3(Cc4ccccc4N([S+](C)(=O)[O-])C3)C2)cc1	4%
CCOc1ccc(NC(=O)NNC(=O)C(C)Oc2ccccc2OC)cc1 (stereo not drawn)	14%
CSc1ccc(NC(=O)Nc2cc(F)ccc2F)cc1	5%
Cc1ccc(N(CC(=O)Nc2ccc(C)c(F)c2)S(=O)(=O)c2c(C)n[nH]c2C)cc1	-2%
CCCn1c(NC(=O)c2oc3ccccc3c2COC)nc2ccccc21	u
Cc1cccc(NC(=O)CSc2nc3c(sc4ccccc43)c(=O)n2CCCC(=O)NC2CCCC2)c1	-21%
CCOc1ccc(CNC(=O)CCCn2c(=O)c3cccn3c3ccccc32)cc1	-11%
COc1ccc2c(c1)c(C(C(=O)O)N1CCN(c3ccccc3OC)CC1)cn2CCC(=O)O (stereo not drawn)	8%
O=C(NCCc1ccccn1)c1ccc(C(F)(F)F)cc1	4%
COc1ccc(CNS(=O)(=O)c2ccc(C(=O)N(C)C)s2)cc1	-14%
Cc1ccccc1-n1nnnc1C1(Nc2ccccc2)CCCCC1	-4%
CN(C(=O)c1ccc2ccccc2n1)C1CCN(Cc2ccncc2)CC1	1%
O=C(NCc1ccco1)N1CCC(OC2CCN(Cc3ccccc3)CC2)CC1	23%
Cc1c(C)c2c(cc(C)c3c(-c4ccccc4)coc32)oc1=O	2%
O=C(CCSc1nc2ccccc2s1)NCc1cc(F)cc(F)c1	-10%
c1ccc(NCCN2CCCC2)cc1	-9%[230 µM]
COc1ccc(-c2noc(-c3cccn3CC(=O)Nc3cc(C)c(Cl)cc3OC)n2)cc1F	40%
Fc1ccc(/C=N/Nc2ccc(Cl)c(Cl)c2)cc1F	-19%
COc1cccc(NC(=O)COc2c(C)[nH]ccc2=O)c1	14%
CCOC(=O)N1CCN(Cc2nc3cc(NC(=O)c4ccccc4Cl)ccc3n2CC)CC1	12%
O=C(Nc1ccc2nc(SCC(=O)N3CCCC3)sc2c1)c1ccc(Br)cc1	-11%
CCCC(=O)Nc1ccc2nc(N3CCN(C(=O)OCC)CC3)cc(C(=O)O)c2c1	u
COCCN[C@@H]1C[C@@H]2c3[nH]c4ccccc4c3C[C@@H](C(=O)OC)N2[C@H](c2ccc(C(F)(F)F)cc2)C1	u
Cc1cc(=O)n(CC(=O)Nc2cccc(C)c2C)c(N2CCc3ccccc3C2)n1	-21%
CC(=O)N(C)c1ccc(NC(=O)Nc2ccc(Cl)cc2)cc1	17%
c1ccc(Cn2cnnc2CC2CCNCC2)cc1	u
Cc1ccc(OCC(=O)Nc2ccc3oc(-c4cccnc4)nc3c2)cc1	9%
CCOC(=O)C1(Cc2ccc(F)cc2)CCCN(C(=O)c2ccc(N(C)C)cc2)C1 (stereo not drawn)	17%
CSc1sc(C(=O)N2CCCCC2)c(-c2cccs2)c1C#N	4%
Cc1ccccc1C(=O)Nc1nnc(S(=O)(=O)N(C)Cc2ccccc2)s1	-21%
COc1ccc(N2CCN(C3CCCN(Cc4cc(=O)[nH]c(=O)[nH]4)C3)CC2)cc1 (stereo not drawn)	-21%
CNC(=O)c1nn(CN2CCN(Cc3cccc(C)c3)CC2)c(=O)c2ccccc12	-9%
Cc1ccc(C)c(N2CCN(C(=O)C3CCC(CNS(=O)(=O)c4cccs4)CC3)CC2)c1 (stereo not drawn)	-23%
N#Cc1nc(/C=C/c2ccc(F)cc2)oc1NCc1ccccc1	i
Cc1[nH]c2ccccc2c1/C=C(\C#N)c1nc2ccccc2[nH]1	11%
O=C(N/N=C/c1ccc(OC(=O)c2ccco2)cc1)c1ccncc1	-3%
CCOc1ccc(CCNC(=O)Cn2nc(C)c3c(C)n(-c4ccccc4)nc3c2=O)cc1OCC	-2%
CCCCNC(=O)Cc1csc2nc(C)c(-c3cc(C)n(-c4cccc(C)c4)n3)c(=O)n12	u
S=C1NC2=C(CCc3ccccc32)C(c2ccccc2)N1 (stereo not drawn)	u
CCCc1cc(=O)oc2cc(OC(C)C(=O)NCc3ccncc3)c(Cl)cc12 (stereo not drawn)	-12%
COc1ccc(NC(=O)C2CCC(CNS(=O)(=O)c3csc(C(N)=O)c3)CC2)cc1 (stereo not drawn)	-33%
Cn1c(=O)c2c(nc(CN3CCN(c4ccc(F)cc4)CC3)n2Cc2ccc(F)cc2)n(C)c1=O	-14%
Cc1nc2ccc(NC(=O)Cc3cccc(C(F)(F)F)c3)cc2s1	4%
CCC(=O)N1c2ccccc2CC1C(=O)N1CCN(c2cccc(Cl)c2)CC1 (stereo not drawn)	8%
Cc1[nH]c2ccccc2c1SCCNC(=O)c1ccccc1	13%
C#CCN(C)Cc1nc(C2(O)CCN(CCC(C)C)CC2)cs1	-13%[86.2 µM]

Some of the entries so far, as comma-separated lines.
molecule,KDM5B inh
Cc1[nH]c2ccccc2c1SCCNC(=O)c1ccccc1,13%
COc1ccc(NC(=O)C2CCC(CNS(=O)(=O)c3csc(C(N)=O)c3)CC2)cc1 (stereo not drawn),-33%
CCCCNC(=O)Cc1csc2nc(C)c(-c3cc(C)n(-c4cccc(C)c4)n3)c(=O)n12,u
S=C1NC2=C(CCc3ccccc32)C(c2ccccc2)N1 (stereo not drawn),u
C#CCN(C)Cc1nc(C2(O)CCN(CCC(C)C)CC2)cs1,-13%[86.2 µM]
CCC(=O)N1c2ccccc2CC1C(=O)N1CCN(c2cccc(Cl)c2)CC1 (stereo not drawn),8%

(listing goes on)
SMILES	KDM5B inh
Cc1ccc(CN(C)Cc2ccccc2)o1	4%
Cc1ccc(S(=O)(=O)NC(=O)c2cccc(C)c2)cc1	-7%
Cc1cccc(OCC(=O)N2CC(F)(F)C[C@H]2c2nnc(C)o2)c1	16%
Fc1ccc(-c2cn3cc(Br)ccc3n2)cc1F	-18%
Cc1cc(C)cc(NC(=O)Cn2nnc(C(=O)Nc3cc(C)cc(C)c3)c2N)c1	u
CCOc1ccc(-c2nonc2NC(=O)c2oc3c(C)c(C)ccc3c2C)cc1OCC	-19%
CCCOc1ccc(NC(=O)C(CC)CC)c2cccnc12	6%
O=C(NCCNC(=O)c1cc(F)cc(F)c1)c1cc(F)cc(F)c1	35%
Cc1noc(/C=C/c2ccco2)c1S(=O)(=O)N1CCC(C(=O)Nc2ccc(F)cc2F)CC1	u
CCNC(=O)NC(=O)C(C)Sc1nnc(N2CCCCC2)n1-c1ccc(C)cc1 (stereo not drawn)	-6%
O=C(c1ccc(C(F)(F)F)cc1)N1CCn2c(nn(-c3ccc(C(F)(F)F)cc3)c2=O)C1	u
